VEEV TC-83 Vero = inhibitors of VEEV TC-83 cytopathic effect, confirmation, Vero cells (AID 588727) | one-dose inhibition, % at 20 µM; IC50 in µM for titrated hits | 350,000 tested, 0.13% active | Vero cells, VEEV TC-83 cytopathic effect inhibition; higher % means a stronger effect; in the data active = a potency from the dose series; inconclusive = inhibition mostly from about 14% at the one dose, without a potency; inactive = the rest, 99 in 100 with inhibition below about 12%; also: strong numbers were not always called active
H1N1 NS1A inhibition = H1N1 influenza NS1A inhibitors, functional cell based assay (AID 504329); 340,000 tested, 0.3% active; inhibition, % at 12.5 µM; hits with a dose series show IC50 in µM; NS1A functional cell-based assay, percent inhibition; higher % means a stronger effect; in the data active = a potency from the dose series; inconclusive = inhibition above about 27% without an active follow-up result; also: strong numbers were not always called active
Salmonella PhoP GFP = Inhibition of PhoP regulon, Salmonella typhi GFP reporter cells, confirmation, 4 h (AID 1850). inhibition, % at 50 µM; hits with a dose series show IC50 in µM. Salmonella Typhi PhoP-promoter GFP reporter, fluorescence, 4 h; higher % means a stronger effect. 310,000 tested, 0.33% active; in the data active = a potency from the dose series; inconclusive = inhibition mostly from about 25% at the one dose, without a potency; inactive = the rest, 99 in 100 with inhibition below about 19%;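 also: 0% = induced wells with vehicle and 100% = uninduced wells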
M. tuberculosis = growth inhibition of non-replicating M. tuberculosis (AID 488890). 320,000 tested, 0.39% active. Mycobacterium tuberculosis non-replicating, growth inhibition; higher % means a stronger effect. inhibition, % at 25 µM; hits with a dose series show IC50 in µM; in the data active = a potency from the dose series; inconclusive = inhibition mostly from about 82% at the one dose, without a potency; inactive = the rest, 99 in 100 with inhibition below about 76%;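 also: plate controls were DMSO cells for no effect and high antibiotic wells for full effect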
H37Rv inhibition = M. tuberculosis growth inhibition, HTS (AID 449762); one-dose inhibition, % at 25 µM; IC50 in µM for titrated hits; M. tuberculosis H37Rv growth inhibition, 7H9 media; higher % means a stronger effect; 330,000 tested, 0.59% active; in the data active = a potency from the dose series; inconclusive = inhibition above about 70% without an active follow-up result;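 also: bacterial growth assessed after seven days of incubation; strong numbers were not always called active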
Numbers without * were called inactive; i = inactive; ? = inconclusive; nt = no result given.

structure	Salmonella PhoP GFP	H1N1 NS1A inhibition	H37Rv inhibition	VEEV TC-83 Vero	M. tuberculosis
CCCCc1nc2ccccc2c(N)c1CCC (tested in a mixture with another compound)	31%	-5%	5%	6.3%	75%
CCN(CC)S(=O)(=O)c1ccc(OC)c(NS(=O)(=O)c2cccc(C(=O)O)c2)c1	-5%	-6%	2%	0.7%	2%
O=C(c1cc(-c2ccc(F)cc2)nc2ccccc12)N1CCN(C2CCS(=O)(=O)C2)CC1 (centres undefined)	nt	-7%	-1%	9.0%	2%
Cc1c(N)cc(N)cc1C(=O)O	-4%	4%	4%	i	-2%
O=C(N/C(=N\O)c1ccccc1)Nc1ccc(Cl)cc1	-6%	0%	1%	1.0%	-1%
CC1=C/C(=N\OS(=O)(=O)c2ccccc2)C(C)=CC1=O	1%	20%	?	i	0.66µM*
CCN(CC)S(=O)(=O)c1ccc(NC(=O)CN(c2cccc(C)c2)S(C)(=O)=O)cc1	2%	15%	5%	1.0%	-12%
COC(=O)[C@H](Cc1ccccc1)NC(=O)N1CCCCC1C (some centres undefined)	6%	3%	-4%	1.6%	-8%
NS(=O)(=O)c1cccc(C(=O)NC2CCSc3ccccc32)c1 (centres undefined)	-26%	3%	-2%	0.3%	-4%
CCC(=O)Nc1ccc(-c2ccc(N3CCN(C)CC3)nn2)cc1	15%	3%	-2%	3.5%	-10%
CCn1ccnc1CNC(=O)CC1C(=O)NCCN1Cc1ccc(F)cc1Cl (centres undefined)	-10%	-3%	26%	i	2%
Cc1cc(C)n(-c2ccc(C(=O)Nc3ccc(N4CCOCC4)cc3)cc2)n1	8%	-1%	-9%	5.2%	-6%
Cc1ccccc1C(=O)NN1CC(C(=O)OCc2ccc(Cl)c(Cl)c2)CC1=O (centres undefined)	0%	-9%	4%	2.4%	i
COc1cc(C)c(S(=O)(=O)NCc2cccs2)cc1C	-9%	-4%	5%	4.2%	4%
S=C(c1ccc(-c2cccc(Cl)c2)o1)N1CCOCC1	-13%	3%	3%	1.2%	46%
CN(CCOc1ccccc1)C(=O)C1CCN(C(=O)c2ccc(Cl)cc2)CC1	-6%	-4%	1%	9.5%	30%
O=C(c1ccc([N+](=O)[O-])cc1)c1cc2ccc(O)cc2oc1=O	-10%	-2%	3%	1.1%	1%
c1ccc2oc(-c3nn4c(Cn5cnc6ccccc65)nnc4s3)cc2c1	4%	-7%	-3%	1.3%	-5%
CCN1CCc2c(C#N)c(N3CCCCC3)nc(NCc3ccccc3)c2C1	14%	12%	52%	25%	?
O=C1c2ccsc2SCCN1Cc1c(F)cccc1Cl	-10%	-29%	2%	0.4%	6%
CCCCn1nc(C(=O)Nc2cc(S(=O)(=O)N(C)C)ccc2C)c2ccccc2c1=O	8%	2%	5%	i	-9%
O=C1CSC(c2cccc(F)c2)N1c1ccc(O)cc1 (centres undefined)	-18%	-23%	2%	i	-9%
Nc1c(N(Cc2ccco2)C(=O)COc2ccc(Cl)cc2)c(=O)[nH]c(=O)n1Cc1ccccc1	nt	-7%	nt	2.7%	nt
Cc1c(C(=O)N2CCOCC2)oc2ccc(S(=O)(=O)N3CCCC3)cc12	-4%	0%	-3%	5.9%	-4%
O=c1oc2ccccc2n1CCCOc1ccccc1	0%	-8%	-5%	0.3%	46%
O=C1CCCC(O)=C1C=NCc1ccccc1	-6%	0%	7%	7.2%	-3%
O=C(NNc1ccc([N+](=O)[O-])cc1)C12CC3CC(CC(C3)C1)C2	-18%	5%	?	1.8%	33%
CNC(=O)C1=C(C)Nc2nc3ccccc3n2C1c1cccc(OC)c1 (centres undefined)	7%	-10%	-1%	7.8%	nt
COc1ccc(S(N)(=O)=O)cc1C(=O)NCC(C)(C)N1CCOCC1	13%	6%	-1%	1.5%	-3%
O=C(O)c1ccc(S(=O)(=O)N2CCOCC2)o1	-6%	6%	-12%	0.4%	-20%

Continued; the last four above are carried over.
structure	Salmonella PhoP GFP	H1N1 NS1A inhibition	H37Rv inhibition	VEEV TC-83 Vero	M. tuberculosis
O=C(NNc1ccc([N+](=O)[O-])cc1)C12CC3CC(CC(C3)C1)C2	-18%	5%	?	1.8%	33%
CNC(=O)C1=C(C)Nc2nc3ccccc3n2C1c1cccc(OC)c1 (centres undefined)	7%	-10%	-1%	7.8%	nt
COc1ccc(S(N)(=O)=O)cc1C(=O)NCC(C)(C)N1CCOCC1	13%	6%	-1%	1.5%	-3%
O=C(O)c1ccc(S(=O)(=O)N2CCOCC2)o1	-6%	6%	-12%	0.4%	-20%
CCc1ccccc1NC(=O)CN(C)C(=O)CSc1nnc(Nc2ccc(C)cc2)s1	-9%	-4%	2%	2.6%	-12%
O=C(COC(=O)c1cccnc1Cl)Nc1ccc(S(=O)(=O)N2CCOCC2)cc1	nt	-22%	-1%	0.1%	0%
O=C(c1ccccc1)c1coc2c1C(=O)c1ccccc1C2=O	-6%	-1%	-2%	3.8%	-6%
Cc1ccc(C2c3c(oc4ccc(Cl)cc4c3=O)C(=O)N2CCCN2CCOCC2)o1 (centres undefined)	0%	nt	-3%	nt	30%
NS(=O)(=O)c1cnccc1Oc1cccc(Cl)c1	-5%	-17%	-1%	0.9%	3%
O=C(NCCN1CCOCC1)c1ccc(Cl)cc1[N+](=O)[O-]	-1%	-5%	-13%	i	2%
CCC1CCCCN1CCNS(=O)(=O)c1ccc2c(c1)CCN2C(C)=O (centres undefined)	-5%	4%	-8%	i	2%
CN(CC(=O)Nc1ccccc1Br)C(=O)CCSc1ccc(F)cc1	-1%	-4%	0%	6.0%	53%
Cc1nnc(N2C(=O)c3ccc(Br)cc3C2=O)s1	-10%	1%	3%	i	2%
COc1cc(C(=O)NNC(=S)NCc2ccco2)cc(OC)c1OC	13%	-8%	-5%	2.1%	4%
O=C1C2CC=C(Cl)CC2C(=O)N1CCCCCCN1C(=O)C2CC=C(Cl)CC2C1=O (centres undefined)	-11%	-1%	-4%	0.9%	12%
CCCCOC(=O)c1ccc(NC(=O)c2c(Cl)ccc(Cl)c2OC)cc1	-15%	-2%	?	0.1%	61%
O=C(OC1CCN(CCCl)CC1)C(c1ccccc1)c1ccccc1	-10%	1%	3%	0.1%	52%
O=C(COc1ccccc1)Nc1ccc2c(c1)nc1n2CCSC1	12%	5%	-16%	4.2%	21%
O=C(Nc1ccc(Br)cc1)/C(=C/c1cccc([N+](=O)[O-])c1)NC(=O)C1CCCCC1	-1%	-4%	5%	0.0%	-9%
CCc1ccc2[nH]c(=O)c(C(c3nnnn3CCOC)N3CCN(c4ccc(F)cc4)CC3)cc2c1 (centres undefined)	1%	5%	1%	7.1%	21%
Cc1ccccc1C(=O)Nc1cccc(NC(=O)c2cccnc2)c1	14%	-4%	-6%	1.9%	0%
O=C1C(SC(F)(F)C(F)F)=C(C(F)(F)F)OC2C3C=CC(C3)C12 (centres undefined)	1%	-1%	-7%	2.4%	2%
COC(=O)c1nn(-c2nc(-c3cccc(OC)c3)cc(C(F)(F)F)n2)cc1[N+](=O)[O-]	8%	2%	7%	9.2%	-5%
O=C(NC1=NCCS1)c1cc(Cl)ccc1Cl	-1%	-9%	-11%	0.6%	16%
Cc1ccc(NC(CC(=O)c2ccccc2)C(=O)O)cc1Cl (centres undefined)	-2%	-1%	?	0.1%	8.3µM*
CC1CCN(C(=O)CN(C)S(=O)(=O)c2cccc3nsnc23)CC1	7%	-2%	2%	0.7%	-7%
COc1ccc2[nH]c3c(c2c1)CCN1C(=O)C(CC(=O)NC(C)(C)C)C[C@H](C(=O)N2CCCCC2)[C@@]31C (some centres undefined)	nt	-3%	nt	0.4%	nt
COc1ccccc1-n1c(SCC(=O)O)nnc1-c1ccc(S(=O)(=O)N2CCCCC2)cc1	37%	1%	5%	1.7%	2%
Cc1cc(C)cc(-n2nnc(C(=O)NCc3ccc(Cl)cc3)c2N)c1	1%	-10%	-3%	5.3%	-13%
O=C(COC(=O)Cc1ccc(Cl)c(Cl)c1)Nc1ccc2[nH]c(=O)[nH]c2c1	-5%	-7%	5%	1.4%	29%
NC(=O)c1ccc(C2SCC(=O)N2CCc2ccccc2)cc1 (centres undefined)	nt	-7%	0%	1.6%	-4%
COC(=O)C1=C(C(=O)OC)[C@@H]2N(C)c3ccc(OC)cc3[C@@]23C[C@@H](C(=O)OC)N(C(=O)CC(C)C)C3=N1	-36%	-5%	-3%	i	-1%
Cc1cc(C)nc(SC2CC(=O)N(c3ccc(Cl)cc3)C2=O)n1 (centres undefined)	15%	-6%	5%	0.6%	?
O=C(CSCc1ccc(F)cc1)N1CCN(c2ccccc2)CC1	4%	2%	-3%	i	28%
CC(=O)N1CCN(C(=O)c2ccc(S(=O)(=O)Nc3ccccc3F)cc2)CC1	nt	-15%	-10%	5.2%	-15%
Cc1ccc(SC(C)C(=O)Nc2ccccc2-c2ccccc2)cc1 (centres undefined)	6%	-5%	8%	i	26%
COc1cc(NC(=O)COc2ccc(Br)cc2)ccc1NC(=O)C(C)C	7%	-3%	3%	0.4%	29%
COC(=O)Cc1c(C)nc(SCc2ccccc2)[nH]c1=O	-13%	-9%	5%	1.8%	7%
Cc1nc(CCNC(=O)CC2C(=O)NCCN2Cc2ccc(F)cc2)sc1C (centres undefined)	2%	-7%	-1%	0.7%	-18%
O=C(CSc1nc2cc(Cl)c(Cl)cc2[nH]1)c1ccc2c(c1)OCO2	-7%	0%	3%	1.5%	-3%
Cc1ccc(OC(=O)c2cc3ccccc3o2)cc1	-5%	-7%	?	i	?
CC(C)c1ccc(OC(=O)c2cccc(S(=O)(=O)N3CCN(C)CC3)c2)cc1	6%	-5%	11%	7.1%	46%
O=S(=O)(c1ccc(F)cc1)N1CCN(C(=S)NCCc2ccccc2)CC1	-1%	-8%	-18%	5.7%	-9%
Cc1cccc(Nc2nc(NCCCN3CCOCC3)nc(N)c2[N+](=O)[O-])c1	-6%	-4%	-1%	5.4%	-16%
CCOC(=O)COc1ccc(N)cc1CC(NC(C)=O)(C(=O)OCC)C(=O)OCC	-2%	8%	-3%	0.5%	0%
COc1ccc(-n2c(=S)[nH]c3cc(C(=O)N4CCN(c5ccccc5)CC4)ccc3c2=O)c(OC)c1	3%	9%	-3%	0.2%	-15%
C=C(C)C(=O)Oc1ccc(N2C(=O)[C@@H]3C4C=CC(C4)[C@@H]3C2=O)cc1	6%	-7%	-1%	1.3%	4%
O=C(Nc1cccnc1)C1COc2ccccc2O1 (centres undefined)	-3%	0%	-10%	0.5%	25%
OCC1OC(c2ccccc2)OC2COC(c3ccccc3)OC12 (centres undefined)	nt	-16%	nt	6.5%	nt
CC(=O)Nc1ccc(NC(=O)C(C)Oc2ccc(C)nc2[N+](=O)[O-])cc1 (centres undefined)	nt	-12%	6%	i	5%
O=C(Cc1cccc(NC(=O)C2CCN(C(=O)c3ccccc3)CC2)c1)Nc1cccc(C(=O)N2CCCC2)c1	nt	-3%	1%	1.0%	14%
CCN1CCCC1CNCc1ccc(Cl)cc1Cl (centres undefined)	3%	-11%	-4%	0.7%	-19%
COc1ccc(C(=O)Nc2ccc3nc(C)c(C)nc3c2)cc1	12%	-8%	4%	2.6%	10%
Cc1cnc(NC(=O)CCNC(=O)c2ccccc2Cl)s1	-4%	-6%	2%	1.7%	0%
Cc1c(C(=O)C(=O)N2CCOCC2)c2ccccc2n1Cc1ccccc1	-4%	-2%	-5%	i	6%
CCC1COC(c2cccn2Cc2ccccc2Cl)=N1 (centres undefined)	1%	-4%	6%	1.1%	43%
O=C(c1nc2nc(-c3cccs3)cc(C(F)(F)F)n2n1)N1CCN(Cc2ccccc2)CC1	-7%	13%	4%	4.9%	24%
